Source: PubChem (Emory University Molecular Libraries Screening Center)
ERa SRC1 inh: ERα–SRC-1 coactivator interaction inhibitors, primary screen, biochemical, TR-FRET, ERα LBD, estradiol-bound; 1.7% of 86,000 active; AID 629, 2007; TR-FRET ER-alpha LBD / SRC-1 peptide; inhibition, % at 25.6 µM; in the data active means inhibition above about 50%;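 further: 0% = receptor plus peptide control and 100% = peptide only without receptor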
Target sequence (P03372 whole entry, looked up, the tested form may be a part): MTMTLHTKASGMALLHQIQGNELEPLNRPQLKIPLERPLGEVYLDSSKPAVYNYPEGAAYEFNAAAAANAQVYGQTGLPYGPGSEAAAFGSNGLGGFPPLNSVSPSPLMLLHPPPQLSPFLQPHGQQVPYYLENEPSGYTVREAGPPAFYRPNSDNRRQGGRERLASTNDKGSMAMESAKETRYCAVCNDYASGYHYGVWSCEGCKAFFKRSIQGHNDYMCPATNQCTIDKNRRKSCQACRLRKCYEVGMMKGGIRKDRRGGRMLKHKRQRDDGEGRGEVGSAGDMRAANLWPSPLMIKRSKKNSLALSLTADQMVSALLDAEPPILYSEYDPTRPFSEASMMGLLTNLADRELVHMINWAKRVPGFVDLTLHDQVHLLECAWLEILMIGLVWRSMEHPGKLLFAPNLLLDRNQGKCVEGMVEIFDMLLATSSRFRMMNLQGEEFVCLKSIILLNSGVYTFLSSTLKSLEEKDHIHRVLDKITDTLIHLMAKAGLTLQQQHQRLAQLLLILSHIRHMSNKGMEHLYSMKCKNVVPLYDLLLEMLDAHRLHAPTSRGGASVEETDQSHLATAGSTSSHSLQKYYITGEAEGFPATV
An asterisk follows results filed as active; [ ] = dose if it differs, or a comment.

Compound,ERa SRC1 inh
O=C(CSc1nccc2ccccc12)N1CCN(Cc2ccc3c(c2)OCO3)CC1,-5.8
CCSc1nnc(Cn2c(=O)sc3ccccc32)n1-c1ccc(OC)cc1,7.0
O=C(c1ccco1)N1CCN(c2nc3ccsc3c(=O)s2)CC1,12.7
COc1cccc(C(=O)Nc2cccc(-c3nnc(-c4ccccc4)o3)c2)c1,16.7[fluorescence artefact?]
CCc1ccc(Nc2cc(C)nc3nc(C)nn23)cc1,4.6
Cc1ccc(Nc2cc(C)nc3nc(C)nn23)c(C)c1,-3.3
COc1ccc(N2CCN(CCCNC(=O)C3CCCN(S(=O)(=O)c4cnc[nH]4)C3)CC2)cc1 (stereo not given),-4.7
Nc1nc(SCC(=O)OCc2ccccc2)[nH]c(=O)c1NC(=O)c1ccco1,-2.4
CCOc1cc(N2CCOCC2)c(OCC)cc1NC(=O)c1ccc(=O)n(Cc2ccccc2)n1,1.0
C=CCn1cnc2c(c1=O)c1nc3ccccc3nc1n2Cc1ccccc1,1.7
C=CCOc1cccc(C2c3c(oc4ccc(F)cc4c3=O)C(=O)N2CCCN2CCOCC2)c1 (stereo not given),-4.5
CN(C)c1ccc(NC(=O)Cn2cc3c(n2)CCCC3)cc1,85.3*[fluorescence artefact?]
COc1cc(C)nc(N2CCCC(C(=O)NC3CCC(C)CC3)C2)n1 (stereo not given),10.0[fluorescence artefact?]
O=C(CSc1ncnc2ccccc12)Nc1ccc2c(c1)OCO2,7.1
COc1ccc(-n2c(Cc3cccn3C)nnc2SCC(=O)Nc2nc(C)cs2)cc1,-2.4

Continued.
Compound,ERa SRC1 inh
CCOC(=O)Cc1nnc(NC(=O)C(CC)Sc2nc(C)cc(=O)[nH]2)s1 (stereo not given),1.2
Cc1cc(N2CCN(C(=O)c3ccco3)CC2)n2nc(C)c(-c3ccc(Cl)cc3)c2n1,54.7*[fluorescence artefact?]
O=C(Nc1nnc(-c2ccccc2)o1)c1nc2ccccc2s1,-2.9[fluorescence artefact?]
CCN(CC)CCCN1C(=O)C(O)=C(C(=O)c2ccc(C)o2)C1c1ccc(C)o1 (stereo not given),-3.2
CC(=O)n1c2ccccc2c2c(C#N)c(N3CCCCC3)sc21,-4.6
CCCCCCCCNC(C)C(O)c1ccc(SC(C)C)cc1 (stereo not given),2.3
Cc1nn(C(=O)c2ccoc2C)c(N)c1-c1ccccc1,-0.5
CCOC(=O)c1ccc(NC(=O)CSc2nc3c(c(=O)n2-c2ccccc2OC)SCC3)cc1,1.8
Cc1oc(-c2ccccc2F)nc1CS(=O)(=O)CC(=O)NCCCc1ccccc1,-0.3
CCSc1nnc(Cc2cc(=O)[nH]c(=O)[nH]2)n1-c1ccc(F)cc1,1.3
Cn1c(Cn2c(=O)sc3ccccc32)nnc1SCC(=O)NCCc1ccccc1,-4.7
C/C=C(/C(=C/C)c1ccc(O)cc1)c1ccc(O)cc1,9.7
CCN1CCN(C(=O)N[C@@H](C(=O)N[C@@H]2C(=O)N3[C@@H]2SC(C)(C)[C@@H]3C(=O)O)c2ccccc2)C(=O)C1=O,-5.0
COc1ccc(-n2nnc3c(=O)n(CC(=O)N4CCC(Cc5ccccc5)CC4)cnc32)cc1,-0.4
COc1ccc(Cl)cc1C(=O)N1CCN=C1SC,-4.9[fluorescence artefact?]

Following part.
Compound,ERa SRC1 inh
Cn1c(=O)c2c(nc(SCC(=O)Nc3ccccc3)n2C)n(C)c1=O,11.0
CCSc1nnc(Cc2cc(=O)[nH]c(=O)[nH]2)n1-c1cccc(C)c1,-5.0
COc1ccc(N2C(=O)CCC(C(=O)N(C)C3CCCCC3)C2c2ccc(OC)c(OC)c2)cc1 (stereo not given),6.3
O=C(O)CNC1=NCCC1,3.5
CCOC(=O)c1ccn(-c2nc(-c3ccco3)cc(C(F)(F)F)n2)n1,-11.7[fluorescence artefact?]
COc1ccc(C2CC(c3cccc(OC)c3)n3nc(N)nc3N2)cc1 (stereo not given),-0.3
CCc1nc2ccccc2c(=O)n1CCCCn1c(CC)nc2ccccc2c1=O,-1.4
COC(=O)c1cc(Nc2cc(C)nc3ncnn23)cc(C(=O)OC)c1,-5.2
COc1cc(C2C(C(=O)c3ccc(C)o3)=C(O)C(=O)N2c2cc(C)on2)cc(OC)c1OC (stereo not given),5.0
COc1ccc(-n2c(Cc3cccn3C)nnc2SCC(=O)NCc2ccc(F)cc2)cc1,-3.4
CCC(=O)N1CCc2cc(Br)cc(S(=O)(=O)NCCN3CCOCC3)c21,2.2
COc1ccc(C2C3=C(CC(C)(C)CC3=O)N(CCN3CCOCC3)C3=C2C(=O)CC(C)(C)C3)cc1,0.3
CCOC(=O)N1CCN(C(c2ccc(C(C)C)cc2)c2sc3nc(C)nn3c2O)CC1 (stereo not given),1.9
CSc1nnc(Cn2c(=O)sc3ccccc32)n1-c1ccccc1C,-5.8
COc1c(Cl)cc(-c2noc(C)c2C(=O)NCc2ccc3c(c2)OCO3)cc1Cl,1.3

Other structures follow:
Compound,ERa SRC1 inh
CCOC(=O)Cn1c(CN2CCc3ccccc3C2)nc2c1c(=O)n(C)c(=O)n2C,-4.5
Cc1ccc(N2CC(c3nc4ccccc4[nH]3)CC2=O)c(C)c1 (stereo not given),11.2
Cc1cc2cc(CN3C(=O)c4ccccc4C3=O)ccc2n1C,-2.6[fluorescence artefact?]
O=C(CN1CCOc2ccccc21)NCc1ccccc1,-9.8
CCOC(=O)CN1CC23C=CC(O2)C(C(=O)NCc2ccc(F)cc2)C3C1=O (stereo not given),-7.4
CCN(CC)C1CC(=O)N(c2cccc(C)c2)C1=O (stereo not given),-7.6
c1ccc(-c2ccc(-c3ccccn3)nn2)nc1,-6.4
Cn1c(=O)c2c(nc(NCCCN3CCOCC3)n2Cc2ccc(Cl)cc2Cl)n(C)c1=O,-1.9
CCCN(CCC)S(=O)(=O)c1ccc(C(=O)Nc2nnc(-c3cccc(OC)c3)o2)cc1,5.0
O=C(NCc1cccs1)C(Cc1ccccc1)n1cccc1 (stereo not given),-2.3
COc1cccc(-c2nc(CS(=O)(=O)CC(=O)Nc3c(C)cccc3C)c(C)o2)c1,16.5[fluorescence artefact?]
O=C(NCC1CCCO1)c1ccc2c(c1)N(Cc1ccccc1)C(=O)CS2=O (stereo not given),-6.0
Cc1ccc2cc(CCNC(=O)C3CCCC3)c(=O)[nH]c2c1,2.8
Cc1cc(C(=O)NC2CCCC2)on1,-8.9
CN1CCN(C2=Nc3ccccc3Oc3ccc(Cl)cc32)CC1,0.6

The final 6 entries of the part above are carried over, then new ones follow:
Compound,ERa SRC1 inh
O=C(NCc1cccs1)C(Cc1ccccc1)n1cccc1 (stereo not given),-2.3
COc1cccc(-c2nc(CS(=O)(=O)CC(=O)Nc3c(C)cccc3C)c(C)o2)c1,16.5[fluorescence artefact?]
O=C(NCC1CCCO1)c1ccc2c(c1)N(Cc1ccccc1)C(=O)CS2=O (stereo not given),-6.0
Cc1ccc2cc(CCNC(=O)C3CCCC3)c(=O)[nH]c2c1,2.8
Cc1cc(C(=O)NC2CCCC2)on1,-8.9
CN1CCN(C2=Nc3ccccc3Oc3ccc(Cl)cc32)CC1,0.6
CCOc1ccc(-n2c(SCC(=O)Nc3ccc4c(c3)OCO4)nc3c(c2=O)SCC3)cc1,23.2
Cc1cccc2nc(Cn3c(=O)n(CCCC(=O)NCc4ccco4)c(=O)c4ccccc43)cc(=O)n12,16.4
Cc1cc(NC(=O)CSc2nc3c(c(=O)n2-c2ccccc2)SC(C)C3)no1 (stereo not given),-2.4
O=C1c2oc3ccc(Cl)cc3c(=O)c2C(c2cccnc2)N1Cc1ccco1 (stereo not given),5.5
CCOC(=O)CCc1c(C)nc2cc(-c3ccccc3OC)[nH]n2c1=O,0.3
COc1ccc(Cc2nnc(NC(=O)c3c(-c4ccccc4)noc3C)s2)cc1OC,-5.7
CCn1c(=N)c(C(=O)OC)cc2c(=O)n3ccccc3nc21,4.4
COc1ccc(NC(=O)Nc2nnc(N3CCC(C)CC3)s2)cc1OC,-10.5
CC(=O)Nc1ccc(S(=O)(=O)NCCc2cc3c(C)ccc(C)c3[nH]c2=O)cc1,12.2
O=C(Cn1c(NCCO)nc2ccccc21)c1ccccc1,-3.0
Cc1c(C(=O)OCCOC(C)C)[nH]c2c1C(=O)CC(c1ccco1)C2 (stereo not given),33.0
O=c1[nH]c(CSc2nnc(-c3ccco3)n2-c2ccccc2)nc2sc3c(c12)CCC3,16.4
COCC(=O)NCc1ccc2c(c1)cc(C)n2C,-29.9[fluorescence artefact?]
O=C(Cn1cc2c(n1)CCCC2)NC1CCCCCC1,0.3
O=C(CSc1nnc(COc2ccccc2)o1)Nc1nccs1,10.0

By substructure: the compounds so far containing a COOH group
Compound,ERa SRC1 inh
CCN1CCN(C(=O)N[C@@H](C(=O)N[C@@H]2C(=O)N3[C@@H]2SC(C)(C)[C@@H]3C(=O)O)c2ccccc2)C(=O)C1=O,-5.0
O=C(O)CNC1=NCCC1,3.5

New compounds follow.
Structure,ERa SRC1 inh
O=P(O)(CCCCP(=O)(O)CCc1ccccc1)CCc1ccccc1,4.2[fluorescence artefact?]
Cc1ccnc(N2C(=O)c3ccccc3C2Nc2cccc(C)c2C)c1 (stereo not given),7.0
CCCOCCOC(=O)c1[nH]c2c(c1C)C(=O)CC(c1cc(OC)ccc1OC)C2 (stereo not given),13.0[fluorescence artefact?]
Cc1ccc(C2c3c(oc4cc(C)c(C)cc4c3=O)C(=O)N2CCCN2CCOCC2)cc1 (stereo not given),8.8
Clc1ccc(-n2ncc3c(N4CCCCCC4)ncnc32)cc1,-3.5
Fc1ccc(CSc2ncnc3c2oc2ccccc23)cc1,44.2[fluorescence artefact?]
CCCCP(=O)(CCCC)c1ccccc1C(=O)O,-7.9
COc1ccc(N2CCn3c2nc2c3c(=O)n(CCc3ccccc3)c(=O)n2C)cc1,44.2[fluorescence artefact?]
Cc1cc(NC(=O)CC(CN(C)S(=O)(=O)c2ccccc2)c2ccccc2)no1 (stereo not given),-7.0
Cc1c(/C(O)=C2/C(=O)C(=O)N(CCCN3CCOCC3)C2c2ccncc2)cnn1-c1ccccc1 (stereo not given),-2.3
CC[C@]1(O)CC2CN(CCc3c([nH]c4ccccc34)[C@@](C(=O)OC)(c3cc4c(cc3OC)N(C=O)[C@H]3[C@@](O)(C(=O)OC)[C@H](OC(C)=O)[C@]5(CC)C=CCN6CC[C@]43[C@@H]65)C2)C1 (stereo not given in full),45.1
COc1cc(-c2nn3c(-c4ccco4)nnc3s2)cc(OC)c1OC,2.7
CC1CCN(C(=O)CSc2nnc(Cn3c(=O)sc4ccccc43)n2C)CC1,4.1
COc1ccc(N(C)C(=O)c2ccc3snnc3c2)cc1,-26.4
Cc1nc2sccn2c1-c1nc(C2CC2)c(C(=O)c2ccc3c(c2)NC(=O)CO3)s1,61.5*
CCN1CCN(Cc2ccc(NC(=O)Nc3ccccc3OC)cc2)CC1,1.8
COc1ccccc1-n1c(CNC(=O)c2ccccc2)nnc1SCC(=O)Nc1nnc(C)s1,-3.1
NC(C(=O)O)C1CC(Cl)=NO1 (stereo not given),1.3
CC1CCN(CCCNC(=O)Cc2c(C(=O)O)n(C)c3ccccc23)CC1,-3.5
O=C(CCn1c(=O)oc2ccccc21)Nc1cccc(Cl)c1,-3.1

More results.
Structure,ERa SRC1 inh
COc1ccccc1NC(=O)CSc1ccc2nnc(-c3ccccn3)n2n1,13.1
O=C(CSc1nnc(-c2ccc(Cl)cc2)o1)N1CCN(c2ccccc2)CC1,73.2*[fluorescence artefact?]
CCCCCn1c(SCc2cccc(C)c2)nc2c1c(=O)[nH]c(=O)n2C,3.2
Cc1ccc2c(c1)c1c(n2CC(O)Cn2c(C)nc3ccccc32)C(=O)CCC1 (stereo not given),0.6
CC(=O)C1=C(C)N=c2s/c(=C/c3ccc4c(c3)OCO4)c(=O)n2C1c1ccc(N(C)C)cc1 (stereo not given),3.4
O=C(CC1Sc2ccccc2NC1=O)Nc1cccc(C(=O)O)c1 (stereo not given),-4.4
CSCCC1NC(=O)NC1=O (stereo not given),62.5*
CCOc1cc2[nH]c(=O)n(CC3CCC(C(=O)NC(C)CC)CC3)c(=O)c2cc1OCC (stereo not given),6.1[fluorescence artefact?]
CCOC(=O)N1CCN(c2nc(N(c3ccccc3)c3ccccc3)nc(-n3ccnc3)n2)CC1,-2.6
C=CC(C)Sc1nc2c(c(=O)n(C)c(=O)n2C)n1Cc1ccccc1Cl (stereo not given),34.0
O=C(NCCn1ccc2ccccc21)c1ccc(S(=O)(=O)N2CCCCC2)cc1,-7.9
CC1CCN(c2nc(-c3ccco3)c3c(c2C#N)CC(C)(C)OC3)CC1,1.1
COc1cccc(C(=O)Nc2cc(=O)n(C)c(=O)n2C)c1,-3.7
COC(=O)c1ccc(C2C(C(=O)OC(C)C)=C(C)N=C3SCCC(=O)N32)cc1 (stereo not given),5.3
Cc1nc2sc(C(c3ccc(F)cc3)N3CCN(C(=O)c4ccco4)CC3)c(O)n2n1 (stereo not given),-2.7
CCC(Sc1nc2cc(OC)c(OC)cc2c2nc(C)nn12)C(=O)NCc1ccco1 (stereo not given),50.4*[fluorescence artefact?]
CC[C@H]1OC(=O)C[C@@H](O)[C@H](C)[C@@H](O[C@@H]2O[C@H](C)C[C@H](N(C)C)[C@H]2O)[C@@H](CC=O)C[C@@H](C)C(=O)C=C[C@]2(C)O[C@H]2[C@@H]1C,-9.3
CCCCn1c(SCc2cc(=O)[nH]c3ccccc23)nc2c1c(=O)n(C)c(=O)n2C,-2.6
C=C(C)Cn1c(N2CC(C)CC(C)C2)nc2c1c(=O)[nH]c(=O)n2C (stereo not given),1.8
Cc1nnc(N2C(=O)c3oc4ccccc4c(=O)c3C2c2ccco2)s1 (stereo not given),49.8[fluorescence artefact?]
COc1ccc(C(C(=O)NC2CCCC2)N2CCc3ccccc32)cc1 (stereo not given),5.5

Not all compounds are listed (hit frequency here may not be typical).
